High-throughput results deposited in PubChem BioAssay by several laboratories.
TROY signal inh – inhibitors of TROY-driven NF-kB signaling, primary screen, Q293 LMP1-TROYcd cells, NF-kB luciferase, uHTS | Q293 LMP1-TROYcd NF-kB luciferase reporter, 4 h | AID 1347056, 2019 | 360,000 compounds, 0.98% hits | inhibition, % at 10 µM;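 active = compounds whose plate-normalised and pattern-corrected inhibition of the luciferase reporter signal at the single screening dose is 50% or more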
TWEAK Fn14 block – inhibitors of TWEAK-Fn14 signaling, primary screen, luciferase reporter cells, uHTS; inhibition, % at 10 µM; TWEAK-stimulated Fn14 reporter cells, luciferase luminescence, 8 h; 360,000 compounds, 2% hits; AID 1159606, 2016; in the data active = inhibition above about 50%
NOD2-RIPK2 inh – NOD2-RIPK2 binding disruptors in cells, primary screen, fluorescence, CHO cells, BLA complementation; Receptor-interacting serine/threonine-protein kinase 2 (Homo sapiens), O43353; CCF4 ratio; inhibition, % at 4.98 µM; 360,000 compounds, 0.38% hits; in the data active = inhibition above about 21%;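 also: 0% = vehicle only and 100% = reference blocker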
LMP1 NFkB inh – EBV LMP1-driven NF-kappaB luciferase reporter inhibitors, primary screen, cell-based, luminescence, single point. LMP1-induced NF-kappaB luciferase reporter cells. inhibition, % at 12.5 µM. 350,000 compounds, 0.69% hits; in the data active = inhibition above about 41%; inconclusive = no clear call, values can overlap the other calls;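 also: 0% = neutral control wells and 100% = reference inhibitor control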
NCOA2 inhibitor – inhibition of GAL4-SRC2 driven luciferase reporter, primary screen, SRC2 inhibitor project, cell-based, luminescence; inhibition, % at 9 µM; Nuclear receptor coactivator 2 (Homo sapiens), Q15596; 370,000 compounds, 0.17% hits; AID 651957, 2012; HEK293 GAL4-SRC2 luciferase reporter;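 active = inhibition above the mean inhibition of all tested compounds plus 3 SD, set per campaign, cut at about 52% in these data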;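 also: 0% = DMSO treated cells and 100% = cells given Gossypol at 36 µM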
Target sequence (Q15596 whole entry, looked up, the tested form may be a part): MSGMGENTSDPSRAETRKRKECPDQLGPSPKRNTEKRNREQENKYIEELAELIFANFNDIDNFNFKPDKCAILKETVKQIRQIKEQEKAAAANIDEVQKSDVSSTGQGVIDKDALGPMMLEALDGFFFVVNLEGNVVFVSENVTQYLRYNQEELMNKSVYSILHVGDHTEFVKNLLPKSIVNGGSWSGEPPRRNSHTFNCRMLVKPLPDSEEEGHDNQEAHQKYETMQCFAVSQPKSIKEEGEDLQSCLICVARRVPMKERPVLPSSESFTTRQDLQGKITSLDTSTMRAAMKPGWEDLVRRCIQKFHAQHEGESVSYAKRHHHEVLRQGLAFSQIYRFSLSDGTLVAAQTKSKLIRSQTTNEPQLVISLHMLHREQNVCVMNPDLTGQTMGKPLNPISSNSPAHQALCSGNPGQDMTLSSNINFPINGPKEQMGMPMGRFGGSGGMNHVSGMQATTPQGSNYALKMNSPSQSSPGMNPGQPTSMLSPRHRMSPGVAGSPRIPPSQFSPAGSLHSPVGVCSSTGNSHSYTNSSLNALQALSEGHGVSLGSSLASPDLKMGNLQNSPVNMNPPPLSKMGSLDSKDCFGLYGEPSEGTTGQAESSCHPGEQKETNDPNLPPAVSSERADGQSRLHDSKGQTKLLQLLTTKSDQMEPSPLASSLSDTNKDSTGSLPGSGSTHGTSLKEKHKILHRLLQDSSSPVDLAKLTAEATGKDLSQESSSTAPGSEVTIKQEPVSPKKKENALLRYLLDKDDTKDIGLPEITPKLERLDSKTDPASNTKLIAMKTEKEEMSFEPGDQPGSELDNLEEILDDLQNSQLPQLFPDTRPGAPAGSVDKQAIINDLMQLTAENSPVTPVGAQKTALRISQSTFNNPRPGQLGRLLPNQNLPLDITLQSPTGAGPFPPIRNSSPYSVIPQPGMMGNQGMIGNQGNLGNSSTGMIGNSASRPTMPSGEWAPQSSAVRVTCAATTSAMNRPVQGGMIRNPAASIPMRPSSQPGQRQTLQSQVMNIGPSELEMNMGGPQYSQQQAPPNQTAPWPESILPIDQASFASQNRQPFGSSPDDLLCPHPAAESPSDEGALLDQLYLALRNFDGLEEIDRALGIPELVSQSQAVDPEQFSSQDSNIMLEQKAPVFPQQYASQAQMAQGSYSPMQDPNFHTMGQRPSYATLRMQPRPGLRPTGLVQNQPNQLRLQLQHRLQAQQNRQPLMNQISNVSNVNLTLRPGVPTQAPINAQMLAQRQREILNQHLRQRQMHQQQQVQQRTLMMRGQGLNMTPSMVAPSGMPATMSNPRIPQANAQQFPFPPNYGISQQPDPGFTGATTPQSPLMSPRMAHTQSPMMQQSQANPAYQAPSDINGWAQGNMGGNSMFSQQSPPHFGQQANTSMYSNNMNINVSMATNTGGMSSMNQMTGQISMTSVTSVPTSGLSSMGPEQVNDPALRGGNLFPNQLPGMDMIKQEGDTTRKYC
NCOA1 inh – SRC1 coactivator transcriptional activity inhibitors, primary screen, cell-based, luminescence; Nuclear receptor coactivator 1 (Homo sapiens), Q15788; 360,000 compounds, 0.12% hits; AID 588354, 2011; inhibition, % at 3.6 µM; HEK293 GAL4-SRC1 luciferase reporter;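 active = inhibition above the campaign mean plus 3 SD, with each screening campaign given its own cutoff, cut at about 60% in these data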;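 also: 0% = DMSO treated cells and 100% = gossypol at 36 µM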
TLR9-MyD88 inh – inhibitors of TLR9-MyD88 association in cells, primary screen, cell-based, CHO, BLA complementation, fluorescence; Toll-like receptor 9 (Homo sapiens) + Myeloid differentiation primary response protein …; CCF4 FRET ratio; inhibition, % at 4.98 µM; 340,000 compounds, 0.21% hits;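 active = inhibition above the mean over all tested compounds plus 3 SD, cut at about 21% in these data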;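 also: 0% = DMSO only wells and 100% = clavulanate BLA inhibitor control wells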
COUP-TFII inh – NR2F2 transcriptional activity inhibitors, primary screen, cell-based, luciferase reporter, HEK293T, luminescence; AID 686940, 2013; inhibition, % at 8.6 µM; 370,000 compounds, 0.7% hits; HEK293T NGFI-A luciferase reporter; COUP transcription factor 2 (Homo sapiens), P24468;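 active = inhibition above a per-plate cutoff, mean inhibition of test wells between control levels plus 3 SD, cut at about 38% in these data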;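 also: cells cotransfected with COUP-TFII expression vector driving the NGFI-A reporter; 0% = median of COUP-TF2 test wells and 100% = reporter-only cells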
LRH-1 inv ag – LRH-1 (NR5A2) inverse agonists, primary screen, cell-based, luminescence, HEK293T, StAR-luciferase reporter. inhibition, % at 3.6 µM. AID 602396, 2012. LRH-1 transfected, 24 h. Nuclear receptor subfamily 5 group A member 2 (Homo sapiens), O00482. 360,000 compounds, 0.13% hits;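 active = inhibition above the mean inhibition of all tested compounds plus 3 SD, cut at about 73% in these data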;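 also: 0% = DMSO wells and 100% = reporter-only cells lacking LRH-1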
TRAIL sens C8 – viability loss with TRAIL in NB7+C8 cells, primary screen, TRAIL sensitizer project, cell-based, ATPlite luminescence; 360,000 compounds, 1% hits; inhibition (viability loss, TRAIL sensitization), % at 10 µM;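 active = compounds causing at least 50% loss of cell viability in the single-dose screen, relative to plate controls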
NCOA3 inh – SRC3 coactivator transcriptional activity inhibitors, primary screen, cell-based, luminescence | Nuclear receptor coactivator 3 (Homo sapiens), Q9Y6Q9 | HEK293 GAL4-SRC3 luciferase reporter | inhibition, % at 3.6 µM | 360,000 compounds, 0.17% hits | AID 588352, 2011;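 active = inhibition above a per-campaign cutoff, the mean of all compounds plus 3 SD, cut at about 60% in these data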;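 also: 0% = DMSO-treated cells and 100% = gossypol-treated cells at 36 µM; higher means less SRC3-driven luciferase light from the GAL4 reporter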
* hit, by the source's call; u = inconclusive; x = no result given.

SMILES	TROY signal inh	TWEAK Fn14 block	NOD2-RIPK2 inh	LMP1 NFkB inh	NCOA2 inhibitor	NCOA1 inh	TLR9-MyD88 inh	COUP-TFII inh	LRH-1 inv ag	TRAIL sens C8	NCOA3 inh
O=[N+]([O-])c1cccc(-c2ccc(/C=N/Nc3nc(N4CCCCC4)nc(N4CCCCC4)n3)o2)c1	10	24	7	u	-22	-2	5	-11	10	28	-1
Cc1ccc(NC(=O)CSc2ncccn2)cc1S(=O)(=O)N1CCCCC1	-11	1	0	-7	7	4	-1	7	1	-28	-9
Cc1nc2c(C#N)c(-c3ccc(Cl)cc3)ccn2n1	-16	-14	-1	0	-25	-6	-4	-5	-2	17	-19
COc1ccc(CCNC2CC(=O)N(C3CCCCC3)C2=O)cc1OC (stereo not drawn)	14	-9	-1	0	26	-9	-4	12	-7	-4	13
Cc1ccc(SCCC(=O)N(C)CC(=O)Nc2c(C)cccc2C)cc1	10	5	1	-5	-27	-3	-3	-4	12	6	-19
O=c1ccsn1Cc1ccccc1	5	-48	27*	-3	-8	-5	2	6	1	-1	12
NC(=O)C1CCN(C(=O)c2ccc3c(=O)n(Cc4cccc(Br)c4)c(=S)[nH]c3c2)CC1	-1	18	-10	-1	-7	3	-8	10	-13	6	10
COc1ccc(OCC(=O)N2CCCC(CO)(CCOc3ccccc3)C2)cc1 (stereo not drawn)	5	-3	-3	3	31	-9	0	-18	12	-1	4
CCOC(=O)C1=C(C)N=c2s/c(=C/c3ccccc3)c(=O)n2C1c1ccc(OC)c(OC)c1 (stereo not drawn)	-3	-33	-3	13	-11	10	-8	0	-10	10	-4
Cc1ccc(NCc2ccccc2O)c(C)c1	-25	2	3	5	-5	-6	8	1	-16	2	-10
COc1cc(C(=O)Nc2ccc3nc4n(c(=O)c3c2)CCCCC4)cc(OC)c1OC	1	17	-2	2	-16	0	-5	-2	12	-3	8
O=C(NCC(O)c1ccccc1)Nc1cccs1 (stereo not drawn)	1	-39	10	-15	-15	-21	-6	-12	-14	21	-6
CC(C)c1nc(SCC(=O)NC2CCCC2)c2ccccc2n1	30	18	5	8	16	-42	-1	8	13	11	17
Cc1c2ccccc2nc2c(F)c(NCCO)c(F)c(F)c12	-10	0	-6	-9	-17	-14	-12	3	14	9	4
NC(=O)NC(CC(=O)NNC(=O)c1cccs1)c1ccc(Cl)cc1 (stereo not drawn)	-6	-12	0	-3	-9	3	-9	0	13	3	7
O=C(NC1CCCCC1)c1ccc(-c2cn[nH]c2)c2ccoc12	-44	-28	4	x	-43	-54	x	-30	-74	-7	-64
CC(=O)N1CCOc2ccc(S(=O)(=O)NCCc3cccc(C)c3)cc21	4	-2	5	5	5	-1	2	11	0	-4	-12
CCCCCc1c(C)nc(SCC(=O)O)[nH]c1=O	-1	7	4	-5	-19	-3	5	-14	16	7	15
N#Cc1ccccc1OCC(=O)NCCNC(=O)COc1ccccc1C#N	0	-2	0	-1	20	-9	-2	4	-12	-7	2
COc1cc(OC)cc(-c2nnc(N(C)C(=O)c3ccncc3)s2)c1	-4	-12	-6	-1	-20	-23	-4	-6	-4	0	3

Rewritten with values under each structure: entries from further up.
Value order – TROY signal inh	TWEAK Fn14 block	NOD2-RIPK2 inh	LMP1 NFkB inh	NCOA2 inhibitor	NCOA1 inh	TLR9-MyD88 inh	COUP-TFII inh	LRH-1 inv ag	TRAIL sens C8	NCOA3 inh
- N#Cc1ccccc1OCC(=O)NCCNC(=O)COc1ccccc1C#N
  0	-2	0	-1	20	-9	-2	4	-12	-7	2
- CC(=O)N1CCOc2ccc(S(=O)(=O)NCCc3cccc(C)c3)cc21
  4	-2	5	5	5	-1	2	11	0	-4	-12

The list goes on.
SMILES	TROY signal inh	TWEAK Fn14 block	NOD2-RIPK2 inh	LMP1 NFkB inh	NCOA2 inhibitor	NCOA1 inh	TLR9-MyD88 inh	COUP-TFII inh	LRH-1 inv ag	TRAIL sens C8	NCOA3 inh
Cc1cccnc1NS(=O)(=O)c1ccccc1	5	-3	-15	-13	-22	-3	-6	-12	8	-12	12
COC(=O)c1ccc(-c2csc(NC(=O)C3=COCCO3)n2)cc1	-24	-15	1	-5	-11	6	-3	-9	-20	-10	-6
CCCC(=O)Nc1sc(C(=O)Nc2cccc(N)c2)c(C)c1C(=O)OC	-20	-10	-5	-13	-68	-112	-3	-44	-144	41	-60
O=C1c2cccc3cccc(c23)C(=O)N1CCCc1n[nH]c(=S)n1-c1ccccc1	-1	-36	-3	-5	22	-5	-4	4	7	7	-6
COc1cc(S(=O)(=O)NCC2COCCO2)ccc1-n1cnnn1 (stereo not drawn)	-22	-4	-12	7	10	7	-1	9	-3	-28	3
CCC(C(=O)NC(C)(C)C)N(Cc1ccc(F)cc1)C(=O)c1snc(C(N)=O)c1N (stereo not drawn)	18	-19	-26	5	-9	2	6	21	-1	2	13
Cc1cc(/C=N\NC(=O)CC(=O)NC2CCCCC2)c(C)n1-c1cccc(Cl)c1Cl	-17	-4	10	2	17	0	-9	9	25	2	0
Brc1ccc(-c2noc3c2-c2nc(C4CCCCC4)sc2CC3)cc1	-27	-7	-2	-9	12	0	-13	-7	6	-1	-13
COc1ccc2nc(SCC(=O)NC3CCCC3)c(C)cc2c1	2	11	14	12	10	-6	3	-7	6	36	-1
Cc1nn(Cc2cccc(C(=O)N3CCCC(C)C3)c2)c(C)c1[N+](=O)[O-] (stereo not drawn)	-4	3	1	-2	27	-35	5	19	5	-2	-18
CC(C)C1N=C2c3ccccc3N=C(SCC#N)N2C1=O (stereo not drawn)	22	16	-3	9	-3	-12	2	1	13	-11	13
COc1ccccc1NC(=O)C1CCN(c2ncnc3c2nc2n3CCCCC2)CC1	33	-1	1	-2	17	-2	-5	8	1	1	12
O=C(CN1CCN(C(=O)C2CC2)CC1)Nc1ccc(Cl)cc1F	-29	-1	-3	2	2	-12	-11	-21	4	-23	-18
CC(C)(C)[C@@H]1C=C(C(=O)O)[C@H](c2ccc(Cl)cc2)N1S(=O)(=O)c1ccccc1	11	-13	-4	1	-5	14	3	1	4	4	6
CC1CCCCC1NC(=O)CN1CCC(NC(=O)c2cccc(F)c2)CC1 (stereo not drawn)	-8	-2	-8	4	-13	4	6	4	-3	-9	-6
Cc1oc(C(C)(C)C)cc1C(=O)NC1CCN(Cc2ccccc2)CC1	1	-11	-19	3	20	18	0	6	-6	-23	10
CCOC(=O)CSc1nnc(Cn2nnc(-c3ccccc3)n2)n1CC	-13	24	-8	-1	-9	-5	-5	5	-17	19	4
O=C(Cc1ccccc1)NCc1n[nH]c(=S)n1-c1ccc(Br)cc1	16	6	-6	-2	16	-4	7	-6	21	-6	1
COc1ccc(CC(NC(C)=O)C(=O)NC2CCN(C(=O)c3ccncc3)CC2)cc1OC (stereo not drawn)	-2	39	4	0	4	4	-12	-12	-16	2	6
COc1ccc2nc(/C=N/NC(=O)CCNC(=O)OC(C)(C)C)ccc2c1	-53	-16	-4	-6	-8	-13	-3	-34	-30	0	-17
COCCN(C(=O)CCC(=O)Nc1ccccn1)C(C(=O)NC(C)C)c1ccc(Cl)cc1 (stereo not drawn)	-4	16	7	-3	-1	-15	-11	0	-7	-3	10
COc1ccc(S(=O)(=O)N2CCCOC2CNC(=O)C(=O)NCc2cccnc2)cc1 (stereo not drawn)	-2	5	0	-2	-9	-74	-4	-6	3	-6	-5
O=S(=O)(NC(=S)NC1CCCCC1)c1ccc(Br)cc1	8	15	-1	3	7	-4	6	2	2	1	7
Nc1ccc(C(=O)Nc2ccc(Nc3ccncc3)cc2)cc1	-22	-2	5	9	2	-27	-1	1	0	-32	-24
C[n+]1ccc(/C=C/c2ccc(Br)cc2)cc1	10	-4	-7	-10	-12	-2	-6	-12	-6	3	-4
CC(C)(C)NC(=S)N/N=C/c1cccnc1	8	10	-18	10	-12	-12	0	-5	9	-3	21
CC(=O)c1ccc(N2CCC(C(=O)O)CC2)cc1	-8	4	-4	-2	-14	-23	2	-18	-10	-4	20
O=C(NC12CC3CC(CC(C3)C1)C2)N1CCN(C2CCCCC2)CC1	9	8	-5	-1	12	10	-5	11	-4	-4	11
CCOCCCNCc1ccc(OC)c(OC)c1	3	-4	-3	-23	-10	-10	3	4	3	-13	-4
Cc1cc(Cl)ccc1OC(C)C(=O)NCCc1ccc2c(c1)OCCO2 (stereo not drawn)	21	0	9	4	-5	8	6	21	-13	-3	12
CCC(=O)N1CCN(c2ccc(NC(=O)COc3ccccc3Cl)cc2)CC1	16	2	-4	9	30	4	-6	50*	8	11	7
COc1cccc(C2=NOC(C(=O)Nc3ccc(OC)c(OC)c3)C2)c1 (stereo not drawn)	-16	7	-4	16	-16	-14	7	-6	-3	-15	12
CC(OC(=O)/C=C/c1ccccc1)C(=O)N1CCc2ccccc21 (stereo not drawn)	-12	-5	-5	-4	11	3	-4	-2	4	-7	-20
O=C(COC(=O)c1cc(Cl)nc(Cl)c1)NC1CCCCCC1	0	10	-1	-5	-30	4	-8	6	-16	4	-4
COc1cccc(N2C(=O)CN(Cc3ccccc3)C2=S)c1	2	-33	-9	-1	-8	6	-2	-12	-8	11	-16
Cc1ccc(C(=O)C(C)OC(=O)Cc2c[nH]c3ccccc23)cc1 (stereo not drawn)	0	5	8	4	-1	-10	-12	14	16	-16	2
COC(=O)c1ccc(CNC(=O)C2CCC(=O)N(Cc3cccc(F)c3)C2)cc1 (stereo not drawn)	-19	2	2	1	-1	-8	8	-3	8	5	8
COCCNC(=O)c1ccc(CSCc2cccc(Cl)c2)o1	-12	-13	-9	-6	3	-12	7	5	-20	1	8
O=C(C(c1ccccc1)c1ccccc1)N1CCN(c2ccccn2)CC1	6	-5	2	-3	7	-2	-7	18	1	3	-1
Cc1cccc(OCC(=O)Nc2sc3c(c2C#N)CCC3)c1	-53	-42	-12	29	-11	-60	2	-3	-32	-9	-59
CCCCn1c(N)c(N(CCOC)C(=O)CCC2CCCCC2)c(=O)[nH]c1=O	1	-2	0	2	-42	11	7	6	0	-11	16
CCC1=NN2C(=N)/C(=C\c3ccc(SCc4ccco4)o3)C(=O)N=C2S1	8	7	-1	1	-21	-10	-1	-3	0	17	10
C=CCOC(=O)C1=C[C@@H](c2csc3ccccc23)C[C@@H](OCc2ccc(CO)cc2)O1	27	33	-1	5	24	15	14	9	-2	16	-2
Cc1cccc(C)c1NC(=O)C(c1ccnc2ccccc12)N1CCN(C)CC1 (stereo not drawn)	x	x	-17	x	7	x	x	-8	21	7	x

Some of the compounds tested; count on the stated rates, not on these rows.
